hcGAS inh – Primary biochemical luminescence assay for human cyclic GMP-AMP synthase inhibitors. Q8N884. recombinant h-cGAS, ATP depletion, Kinase-Glo luminescence. inhibition, % at 12.5 µM. 290,000 tested, 0.081% active. AID 1259398, 2018;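 further: 0% = vehicle reaction and 100% = reaction without DNA for no activity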
Target sequence (Q8N884 whole entry, looked up): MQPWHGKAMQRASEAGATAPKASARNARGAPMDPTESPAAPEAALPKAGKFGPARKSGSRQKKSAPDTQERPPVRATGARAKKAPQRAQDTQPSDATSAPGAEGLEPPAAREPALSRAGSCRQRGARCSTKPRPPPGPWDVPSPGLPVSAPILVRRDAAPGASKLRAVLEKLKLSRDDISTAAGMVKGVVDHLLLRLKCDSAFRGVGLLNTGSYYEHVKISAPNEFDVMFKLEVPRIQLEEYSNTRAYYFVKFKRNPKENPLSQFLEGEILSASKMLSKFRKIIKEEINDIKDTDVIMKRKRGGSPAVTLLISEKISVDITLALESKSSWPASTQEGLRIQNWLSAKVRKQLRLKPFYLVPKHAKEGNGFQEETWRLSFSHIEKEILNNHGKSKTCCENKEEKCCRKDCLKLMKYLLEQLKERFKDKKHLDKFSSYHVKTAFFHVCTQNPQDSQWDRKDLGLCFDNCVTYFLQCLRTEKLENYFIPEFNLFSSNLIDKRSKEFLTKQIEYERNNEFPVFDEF
NPYLR7 ag – agonists of mosquito NPYLR7 receptor, primary screen, cell-based, Aedes aegypti, calcium fluorescence, mosquito biting behavior. HEK293T NPYLR7/Galpha15, GCaMP6s calcium fluorescence. 270,000 tested, 0.15% active. activation, % at 10 µM; in the data active means activation above about 40%;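 further: 0% = vehicle and 100% = reference agonist at the receptor; some compounds past the cut are filed as inactive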
mcGAS lum – cyclic GMP-AMP synthase inhibitors, mouse, primary biochemical chemiluminescence; Q8C6L5; recombinant cGAS, Kinase-Glo ATP depletion luminescence; inhibition, % at 12.5 µM; 160,000 tested, 0.15% active; AID 1259399, 2018;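 further: 0% = negative control wells and 100% = reference inhibitor with no enzyme activity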
* hit, by the source's call; nt = no result given; & = joins results of further samples. Unless noted, no stated cut-off is given here; in the data, active means inhibition above about 40%; inactive means the rest.

SMILES	hcGAS inh	NPYLR7 ag	mcGAS lum
CC(Cc1ccco1)NC(=O)C(C)NC(=O)CC1CCCCC1 (stereo not drawn)	-3	5	nt
CCc1nc2c(c(N3CCOCC3)n1)CCN(C(=O)N1CCCC1)CC2	-5	nt	-6
O=C(c1ccc(F)cc1)N(Cc1nccn1Cc1ccc(Cl)cc1Cl)C1CCCCC1	-5	20	-7
CCOC(=NCCCOC)NC(=O)c1cccs1	-5	4	-5
Cc1ccccc1Cn1c(=O)c(C(=O)NCc2ccc3c(c2)OCO3)nn(-c2ccc(Cl)cc2)c1=O	3	-1	0
COCCCNC(=O)c1sc2nc3n(c(=O)c2c1C)CCC3	0	-1	-5
NCCn1cc(C(=O)N2CCCC(CCc3ccc(F)cc3)C2)nn1 (stereo not drawn)	-4	7	nt
O=C(CNc1cc(F)cc(F)c1)N1CCN(C(=O)c2cccs2)CC1	-12	5	nt
NC(N)=NC(N)=NCc1ccncc1	-4	1	-6
Cn1c(SCC(=O)NCc2ccco2)nc2ccccc21	2	-1	nt
CC(C)NC(=O)C1CCC(Cn2c(=O)c3sccc3n(Cc3ccccc3F)c2=O)CC1 (stereo not drawn)	3	-6	-1
COC(=O)c1sc(S(=O)(=O)N2CC(C)OC(C)C2)c(C(=O)OC)c1C (stereo not drawn)	1	-1	nt
COc1ccc(C(C)N2C(=O)C(CCSC)NC2=S)cc1OC (stereo not drawn)	-9	-6	-17
Cc1ccc(NC(=O)C(c2ccccc2)N2CCNC(=O)C2)cc1 (stereo not drawn)	-3	5	-4
CC1CN(CCCCNC(=O)Nc2ccnn2C(C)C)CC(C)O1 (stereo not drawn)	-7	3	nt
O=C(c1cc(CN2CCC(O)CC2)on1)N1CCCC1c1ccc(F)cc1 (stereo not drawn)	-6	11	-12
Cn1ccc(C(=O)O)cc1=O	-8	0	nt
CC(C)C(NC(=O)C1CCCCC1)C(=O)N1CCN(S(=O)(=O)c2ccccc2F)CC1 (stereo not drawn)	-7	7	-6
COc1ccc(Cl)cc1C1=N/C(=C\c2ccccc2C(F)(F)F)C(=O)O1	-3	-3	-5
COc1ccc(OC)c(N2CCn3c2nc2c3c(=O)[nH]c(=O)n2C)c1	-14	13	nt
COc1cccc(CC2CN(Cc3noc(-c4ccco4)n3)CCO2)c1 (stereo not drawn)	-6	3	-12
COCCN(CC(=O)N1CC(=O)N(c2ccc(Cl)cc2)C1)S(=O)(=O)c1ccc(Cl)cc1	-9	nt	-8
CC(C)c1ccc(-n2nc(C(=O)N3CCCC3)c(=O)n(Cc3ccccc3F)c2=O)cc1	-3	0	-4
N#Cc1ccc(CN(CCF)Cc2cccc(F)c2)cc1	-9	1	nt
COc1ccc(CCN(Cc2ccc(C)o2)C(=O)CN(CCN2CCCC2)C(=O)Nc2cccc(Cl)c2)cc1OC	0	-1	-3
C=CCn1c(SCC(=O)NCC(C)(C)N2CCOCC2)nc2scc(-c3ccccc3)c2c1=O	-6	1	nt
O=C(NCc1ccc2c(c1)OCO2)c1cccnc1N1CCN(C(=O)NCc2ccccc2F)CC1	-5	17	-2
COc1ccc(CN2CCN(C(=O)c3ccc(=O)[nH]c3)CC2)cc1F	-9	10	-3
COCCC(=O)NC1CCCN(CCc2ccccc2)C1 (stereo not drawn)	-8	0	nt
CCOC(=O)CCC(=O)N1CCN(c2ncnc3c2nnn3CC)CC1	-8	0	nt
CC(C)(C)P(=Nc1ccc(Br)cc1)(N1CCOCC1)N1CCOCC1	-6	3	-5
COc1ccccc1-n1cc(C(=O)NCCc2n[nH]c3c2CCCC3)cn1	-10	-1	nt
CN(Cc1ccccc1)C(=O)Nc1c[nH]c2ccccc12	-7	1	-11
CNCC(=O)N(C)CCc1nc2ccc(OC)cc2[nH]1	-3	23	nt
CC1CN(C(=O)CCS(=O)(=O)c2ccc(Cl)cc2)CC(C)O1 (stereo not drawn)	-8	6	nt
COCCN1CCN(C(=O)c2cc(COc3ccc4c(c3)CCCC4)on2)CC1	-7	4	nt
CCC(CC)C(=O)N1CCN=C1N1CCN(CC)CC1	-2	nt	-1
COc1ccc(-c2nc3ccc(Br)cc3c(C(=O)O)c2C)cc1	-6	-4	nt
CCn1c(C(C)NC)nc2ccc(Cl)cc2c1=O (stereo not drawn)	-1	17	nt
Cc1[nH]c2ccccc2c1N=Nc1cccc2ccccc12	-6	-2	nt
O=[N+]([O-])c1ccc(Cl)c(S(=O)(=O)Nc2ccc3cn[nH]c3c2)c1	7	0	-2
Cc1ccccc1NC(=O)CC(=O)N(C)Cc1n[nH]c2c1CCCC2	4	2	nt
O=C(NCc1ccncc1)C1COC2(CCN(C(=O)Cc3ccccc3)CC2)N1C(=O)c1ccc(F)cc1 (stereo not drawn)	-2	-1	-5
O=C1NC(C(=O)N2CCc3[nH]nc(-c4ccc(C(F)(F)F)cc4)c3C2)CO1 (stereo not drawn)	-5	-2	-17
O=C(Cc1ccc(-n2c(=O)[nH]c3ccsc3c2=O)cc1)N1CCC(N2CCCCC2)CC1	0	1	nt
CC1C(=O)N(c2ccccc2Cl)CCN1C(=O)c1cccc(F)c1 (stereo not drawn)	-3	-10	-5
CCc1ocnc1C(=O)NCc1cccnc1N1CCN(C)CC1	-8	4	nt
CC(C)N(Cc1ccc(OS(=O)(=O)c2cccc(C(F)(F)F)c2)cc1)C(=O)c1ccc(Cl)cc1Cl	-2	11	-4
O=C(CC1COCCN1)N1CC=C(c2ccc(F)cc2)CC1 (stereo not drawn)	-1	-4	nt
Cc1occc1C(=O)Nc1ccc(C(=O)N(C)CCN2CCCCC2C)cc1 (stereo not drawn)	1	5	nt

(continued)
SMILES	hcGAS inh	NPYLR7 ag	mcGAS lum
COc1ccccc1Oc1ncccc1CNc1ccnc2ccccc12	-3	3	nt
COc1ccc(Br)c(C(=O)N2CCCC2C(=O)NC2CC2)c1 (stereo not drawn)	-1	6	-10
Cc1nc(N2CCN(CC(=O)N3CCCCC3)CC2)c2c(-c3cccs3)csc2n1	-6	1	nt
O=C(c1ccc(-c2ccccc2)c(F)c1)C1CCCN(C(=O)/C=C/c2cccnc2)C1 (stereo not drawn)	-7	9	-9
CCCCNc1nccnc1-c1ccc(OC(F)(F)F)cc1	-2	-4	-3
Cc1cc(C(F)(F)F)nn1CC(=O)Nc1cc(C(F)(F)F)ccc1Cl	-3	5	-6
O=c1c2cnc3nc(-c4ccncc4)nn3c2ccn1Nc1nc2ccccc2[nH]1	-4	-2	-5
O=C(NCc1cccnc1)c1coc(CN(Cc2ccoc2)Cc2cccc(C(F)(F)F)c2)n1	-5	15	-9
c1ccc(C(c2ccccc2)N2CCN(c3ncnc4c3cnn4-c3ccccc3)CC2)cc1	3	-4	-5
CCc1ccc2sc3nc(=O)c(C#N)c(C)n3c2c1	-6	4	nt

Entries of single compounds from above. Order of screens: hcGAS inh | NPYLR7 ag | mcGAS lum
CCn1c(C(C)NC)nc2ccc(Cl)cc2c1=O (stereo not drawn) is listed as -1 | 17 | nt
CCOC(=NCCCOC)NC(=O)c1cccs1 is listed as -5 | 4 | -5

Additional entries:
SMILES	hcGAS inh	NPYLR7 ag	mcGAS lum
COc1ccc(N2CCN(C(=O)C(C)n3cncn3)CC2)cc1 (stereo not drawn)	-14	-5	nt
CC(=O)C(C)SCC(=O)NC1(C#N)CCCC1 (stereo not drawn)	-8	1	nt
COc1cccc(C2C(C(=O)c3cccs3)=C(O)C(=O)N2CCCn2ccnc2)c1OC (stereo not drawn)	1	-14	nt
CCOc1cc(Nc2ccc(NC(=O)Nc3cccc(C(F)(F)F)c3)cc2)nc(C)n1	-9	14	-7
CCN(CC)CCCC(C)NC(=O)c1cc(-c2ccccc2F)nn1-c1cccc([N+](=O)[O-])c1 (stereo not drawn)	-2	20	-5
Cc1cc(C)n(CCCN(C)Cc2c(C)nn(C)c2Cl)n1	-5	10	nt
COc1ccc(NC(=O)Cn2cccc(-c3nc(-c4ccc(C)cc4)no3)c2=O)c(OC)c1	-8	-3	-9
Cc1ccc(-n2c(=O)[nH]c3c(C(=O)Nc4ccc(C(C)C)cc4)cn(C)c3c2=O)cc1	-5	18	nt
CCCN(Cc1ccccc1)C(=O)Cc1ccccc1C	-12	8	nt
Cc1cc(C)cc(OCCSc2nc3ccccc3n2CC(=O)N2CCOCC2)c1	0	0	-6

Ordered by SMILES length (highest first): some entries from above.
SMILES	hcGAS inh	NPYLR7 ag	mcGAS lum
COc1ccc(NC(=O)Cn2cccc(-c3nc(-c4ccc(C)cc4)no3)c2=O)c(OC)c1	-8	-3	-9
O=C(NCc1ccc2c(c1)OCO2)c1cccnc1N1CCN(C(=O)NCc2ccccc2F)CC1	-5	17	-2
c1ccc(C(c2ccccc2)N2CCN(c3ncnc4c3cnn4-c3ccccc3)CC2)cc1	3	-4	-5
O=[N+]([O-])c1ccc(Cl)c(S(=O)(=O)Nc2ccc3cn[nH]c3c2)c1	7	0	-2
Cc1nc(N2CCN(CC(=O)N3CCCCC3)CC2)c2c(-c3cccs3)csc2n1	-6	1	nt
COc1ccc(Cl)cc1C1=N/C(=C\c2ccccc2C(F)(F)F)C(=O)O1	-3	-3	-5
COc1ccc(CN2CCN(C(=O)c3ccc(=O)[nH]c3)CC2)cc1F	-9	10	-3
CC(C)(C)P(=Nc1ccc(Br)cc1)(N1CCOCC1)N1CCOCC1	-6	3	-5
CC1CN(C(=O)CCS(=O)(=O)c2ccc(Cl)cc2)CC(C)O1 (stereo not drawn)	-8	6	nt
CCOC(=O)CCC(=O)N1CCN(c2ncnc3c2nnn3CC)CC1	-8	0	nt
Cc1cc(C)n(CCCN(C)Cc2c(C)nn(C)c2Cl)n1	-5	10	nt
CCc1ccc2sc3nc(=O)c(C#N)c(C)n3c2c1	-6	4	nt
NC(N)=NC(N)=NCc1ccncc1	-4	1	-6

Later entries.
SMILES	hcGAS inh	NPYLR7 ag	mcGAS lum
CN(CC(=O)Nc1cc(F)cc(F)c1)c1nccnc1C#N	-4&1	9&6	nt
O=C(CN(C1CC1)S(=O)(=O)c1cc(Cl)ccc1Cl)N(CCc1c[nH]c2ccccc12)Cc1ccc(Cl)c(Cl)c1	-8	-10	-6
CC1=C(C(=O)NCC(C)C)SCCO1	-25	nt	-6
O=C(CSc1ccc2nnc(-c3cccs3)n2n1)N1CCOCC1	-7	-2	-6
Cc1ccccc1Cn1c(=O)c2c(nc3n(CCOCCO)c(C)cn23)n(C)c1=O	-4	4	nt
CCC1(C)CC(=O)N(Cc2ccc(Cl)cc2)C(=O)C1	-13	-4	nt
O=C(NCC1CCCN(Cc2nc3c(s2)CCCC3)C1)c1n[nH]c2ccccc12 (stereo not drawn)	-2	5	nt
CCCN1C(=O)C(c2c(C(C)C)[nH]n(-c3ccc(F)cc3)c2=O)=C(N2CCOCC2)C1=O	-12	-5	-10
O=C(NCc1cccc(O)c1)Nc1nc(-c2ccncc2)cs1	-5	-9	-7
Cc1cc(NC(=O)c2ccc(Cl)cc2[N+](=O)[O-])no1	-7	-3	nt
COC(=O)c1ccccc1NC(=O)Nc1ccn(Cc2c(F)c(F)c(F)c(F)c2F)n1	-4	-2	-7
Cn1nc(C(C)(C)C)cc1C(=O)N1CCN(C2c3ccccc3CCc3ccccc32)CC1	-10	19	-7
CC1CN(Cc2ccccc2)CCCN1C(=O)/C=C/c1cccc(CO)c1 (stereo not drawn)	-8	2	-16
COc1ccc(C(=O)N(Cc2nc3cc(Cl)ccc3o2)C2CC2)cc1F	2	-6	-2
CCN1CCN(Cc2nc3c(c(=O)[nH]c(=O)n3C)n2CCCc2ccccc2)CC1	-5	0	nt
CCN(CCn1cccn1)C(=O)CCc1nnc(C2CCCCC2)o1	5	2	1
CC1(C)C/C(=N/N)c2cc(=O)[nH]nc2C1	-2	-4	nt
O=C(C1=NOC(c2ccccc2)C1)N1CCCC1c1ccc[nH]1 (stereo not drawn)	-8	-24	nt
CC(C)CNC(=O)C(C1CCCC1)N1CCN(C(=O)c2cccc(C(F)(F)F)c2)CC1 (stereo not drawn)	-1	1	-5
CC(NC(=O)C1CCN(C(C)C)CC1)c1cnn(-c2ccccc2F)c1 (stereo not drawn)	-7	3	-11
Cc1cc(C)c(CN2CCCC(N3CCCC3=O)C2)c(-n2cccn2)c1 (stereo not drawn)	-7	-3	-11
COc1cc(C2CCCCC2C)cc(OC)c1OC (stereo not drawn)	-2	12	nt
O=C(c1ccc(Cl)c(Cl)c1)N1CCN(CC(OCc2ccc(C(F)(F)F)cc2)c2ccc(Cl)cc2)CC1 (stereo not drawn)	4	nt	1
Cc1oc2c(c1C(=O)N1CCN(CCO)CC1)C(=O)c1ccccc1C2=O	1	6	nt
CCN(CC)C(=O)c1cc(-c2ccccc2)nc2ccc(C)cc12	-8	0	-5
O=C(CCn1cccn1)NC1CCCN(CCc2ccccc2)C1 (stereo not drawn)	-6	5	nt
CC(=O)Nc1ccc(Nc2ncnc(N)c2[N+](=O)[O-])cc1	-4	0	nt
COc1cccc(CNC(=O)CCc2nc3sc4c(c3c(=O)[nH]2)CCCC4)c1	-4	9	-6
CC(C)(C)OC(=O)NCCN1CCN(c2nccs2)CC1	-4	4	nt
Cc1nnc(C2CCCN(C(=O)NC(C)(C)C)C2)s1 (stereo not drawn)	-7	-4	-8
C#CCn1c(=NC(=O)CN2C(=O)CCC2=O)sc2cccc(OCC)c21	-4	0	-6
O=C(c1cccc(OC(F)F)c1)N1CCOC(c2ccccc2)C1 (stereo not drawn)	-5	3	nt
Cc1cccc(-n2nc3c(c2NC(=O)c2cccc(C(F)(F)F)c2)CS(=O)C3)c1C (stereo not drawn)	0	3	nt
CN(c1ccccc1)P(=O)(c1ccccc1)c1ccccc1	-2	-3	-5
CN(Cc1cn[nH]c1C(=O)O)Cc1n[nH]c2c1CCCCC2	-5	-6	nt
CC1(C(=O)Nc2cccc3ccccc23)CCN1C(=O)C1(c2ccccc2)CCCC1 (stereo not drawn)	-7	1	-7
Cc1cc2cc(CNC(=O)NC3CC(=O)N(c4ccc5c(c4)OCCO5)C3)ccc2[nH]1 (stereo not drawn)	-7	2	-9
